High-throughput results from PubChem.
TDP1 cell CPT: DT40-hTDP1 cell growth loss with CPT; Potency, µM (top dose mostly 46.2 µM), for inactives: at the highest dose activity change, negative = growth inhibition, usual class: inhibitors; chicken DT40 Tdp1-/-;hTDP1 cells + 20 nM CPT, ATP luminescence, 48 h; AID 686979; 420,000 tested, 12% active; note: nearly all actives have a fitted effect of over 55% in size
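Chicken DT40 Tdp1-/- cells stably complemented with human TDP1 were seeded at 400 cells/well in medium containing 20 nM camptothecin, exposed to pin-transferred compounds, and grown at 37 °C for at least 48 hr. Viability was read as ATP luminescence.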
DT40 TDP1 no CPT: qHTS for Inhibitors of human tyrosyl-DNA phosphodiesterase 1 (TDP1): qHTS in cells in absence of CPT; DT40 Tdp1-/- hTDP1 cells, no CPT, ATP luminescence, 48 h; Potency, µM (doses to about 46.2 µM), without a hit: at the top dose activity change, negative = growth inhibition, hits mostly inhibitors; 420,000 tested, 15% active; AID 686978, 2013; note: nearly all actives have a fitted effect of over 55% in size
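Luminescent ATP content (CellTiter-Glo) served as the growth readout. Knockout chicken DT40 cells expressing human TDP1 were exposed to compounds without camptothecin for a minimum 48 hr at 37 °C.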
TDP1 inh: TDP1 (human) enzyme inhibition. Q9NUW8. Potency, µM (titrated, usually from 130 µM), for inactives: at the top dose activity change, negative = inhibition, actives largely listed as inhibitors. recombinant TDP1, AlphaScreen DNA substrate cleavage. 350,000 tested, 0.28% active; note: nearly all actives have a fitted effect of over 40% in size
Target sequence (Q9NUW8 whole entry, looked up): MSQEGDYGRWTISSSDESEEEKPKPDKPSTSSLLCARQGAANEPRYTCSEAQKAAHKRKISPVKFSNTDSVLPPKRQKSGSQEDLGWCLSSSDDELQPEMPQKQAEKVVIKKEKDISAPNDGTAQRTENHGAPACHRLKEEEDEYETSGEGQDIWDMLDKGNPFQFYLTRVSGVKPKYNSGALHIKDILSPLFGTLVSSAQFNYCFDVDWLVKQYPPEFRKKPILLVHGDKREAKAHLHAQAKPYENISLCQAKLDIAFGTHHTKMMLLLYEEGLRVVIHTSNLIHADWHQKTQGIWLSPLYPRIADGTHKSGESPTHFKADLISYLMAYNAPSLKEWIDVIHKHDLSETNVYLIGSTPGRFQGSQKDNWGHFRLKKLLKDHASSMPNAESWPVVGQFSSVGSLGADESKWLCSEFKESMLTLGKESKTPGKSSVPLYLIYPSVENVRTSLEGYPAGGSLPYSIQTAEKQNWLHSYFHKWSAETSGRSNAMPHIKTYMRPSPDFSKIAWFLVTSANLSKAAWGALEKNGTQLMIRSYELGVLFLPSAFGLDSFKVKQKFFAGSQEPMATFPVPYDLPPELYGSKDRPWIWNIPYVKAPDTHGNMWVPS
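Enzyme-compound mixtures sat 15 min at room temperature, followed by a 5 min reaction with 15 nM final substrate and 10 min with AlphaScreen beads. Recombinant human Tdp1 was used at 1 nM final.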
* hit, by the source's call; ? = inconclusive; . = not tested or not shown; [ ] = another dose, or the depositor's remark. Calls come from the whole dose curve; as a rule, active = well fitted curve in the direction sought with a large enough effect; inconclusive = small, poorly fitted or top-dose-only effect, or another doubt; inactive = no such curve, though single readings can be large; an effect the other way counts as inactive or inconclusive. % is set by controls: 0 for no effect and ±100 for the full control effect; potency is the fitted concentration of half-maximal effect.

SMILES | TDP1 cell CPT | DT40 TDP1 no CPT | TDP1 inh
O=C(C1=C(O)C(=O)N(c2nccs2)C1c1ccccc1)c1cc2ccccc2o1 (stereo not drawn) | 1.0% | -24.0% | 0.0%
CC(C)N(Cc1ccccc1)C(=O)Cn1ncc2c([nH]c3ccccc32)c1=O | -13.2% | ? | 5.0%
COc1cccc(Cn2cccc(NC(=O)NCc3ccccc3)c2=O)c1 | 23.4% | -4.5% | .
CCn1ncc(S(=O)(=O)Nc2cc(Cl)ccc2C)c1C | -5.1% | -0.5% | 1.4%
Cc1cnc(C(=O)OCC(=O)Nc2ccc(OCc3ccccc3)cc2)cn1 | -2.1% | 3.3% | 0.6%
CCN1CCN(C(=O)C2CCN(S(=O)(=O)c3cc(Cl)ccc3Cl)CC2)CC1 | 3.6% | -22.5% | 0.8%[0.0935 µM]
Cc1ccc(NC(=O)c2cc(S(=O)(=O)NCCC3=CCCCC3)ccc2F)cc1 | ? | ? | 0.0%
COc1ccc([C@@]23Oc4cc(OC)cc(OC)c4[C@]2(O)[C@H](O)[C@H](C(=O)N(C)C)[C@H]3c2ccccc2)cc1 | 0.0073µM* | 0.0092µM* | .
COC(C)(C)[C@@H](O)COc1c2ccoc2cc2oc(=O)ccc12 | 5.0% | 4.3% | -0.1%
CCS(=O)(=O)N1CC(=O)N(c2ccc(C)c(C)c2)C(C)(C(=O)NC2CCCCC2)C1 (stereo not drawn) | -20.9% | -4.0% | -1.2%
Cc1ccccc1-c1nc(CS(=O)CC(=O)NC(C)CCc2ccccc2)c(C)o1 (stereo not drawn) | ? | ? | 10.3%
COc1ccc2c(c1)CCC1=C2NC(=S)NC1c1ccc(N(C)C)cc1 (stereo not drawn) | ? | 16.4µM* | 11.9%
O=C(NCc1ccccn1)c1cccc(S(=O)(=O)N2CCc3ccccc32)c1 | ? | ? | 0.8%
Cc1nc(NS(=O)(=O)c2ccccc2)sc1NC(=O)OC(C)C | -5.3% | 0.9% | -7.2%
COc1ccc(C(CNC(=O)c2ccco2)N2CCOCC2)cc1 (stereo not drawn) | -19.5% | 11.2% | -0.1%[56.1 µM]
COc1ccc([N+](=O)[O-])cc1NC(=O)COC(=O)Cn1cnc2ccccc2c1=O | -4.2% | -24.6% | 2.2%
COC(=O)c1cc(OC)c(OC)cc1NC(=O)CSCc1c(C)noc1C | -24.1% | ? | 0.5%
COc1cccc(/C=N/NC(=O)CCc2c(C)n[nH]c2C)c1 | 7.3% | -23.8% | 8.8%
CCCCN1CC(COCc2ccccc2)Oc2cccc(Oc3ccc(OC)cc3)c2S1(=O)=O (stereo not drawn) | ? | 18.4µM* | .
O=C(c1ccccc1)c1cnc2ccc(Cl)cc2c1N1CCOCC1 | -0.2% | -7.1% | 4.6%

A section taken from the entries so far:
SMILES | TDP1 cell CPT | DT40 TDP1 no CPT | TDP1 inh
COc1cccc(/C=N/NC(=O)CCc2c(C)n[nH]c2C)c1 | 7.3% | -23.8% | 8.8%
CCCCN1CC(COCc2ccccc2)Oc2cccc(Oc3ccc(OC)cc3)c2S1(=O)=O (stereo not drawn) | ? | 18.4µM* | .
O=C(c1ccccc1)c1cnc2ccc(Cl)cc2c1N1CCOCC1 | -0.2% | -7.1% | 4.6%

Next section:
SMILES | TDP1 cell CPT | DT40 TDP1 no CPT | TDP1 inh
Cc1ccc(-n2ncc(C(=O)N3CCN(C(=O)c4ccco4)CC3)c2-n2cccc2)cc1 | ? | ? | 4.2%
Cc1ccc(NC(=O)c2ccc([N+](=O)[O-])cc2)cc1S(=O)(=O)N(C)C | -26.9% | -25.8% | 1.8%
COc1ccc(CC(N)c2csc(NC(=O)NCc3ccccc3)n2)cc1 (stereo not drawn) | 20.6µM* | ? | .
COc1cccc(CNc2nc3cc(-c4cccc(C(F)(F)F)c4)sc3c(=O)n2C)c1 | -26.4% | -38.5% | .
O=C(COc1ccc(/C=N/NS(=O)(=O)c2ccccc2)cc1)N1CCOCC1 | -8.1% | -5.6% | 10.5%
COc1cccc(NC(=O)CN(C)C(=O)c2ccc3c(c2)CC(c2ccccc2)OC3=O)c1 (stereo not drawn) | ? | ? | 0.0%[56.1 µM]
Cc1ccc(C(=O)NCC(=O)N2CCCCCCC2)cc1 | -2.4% | -17.1% | 2.6%
CC(Sc1ncc(C(F)(F)F)cc1Cl)C(=O)NC(N)=O (stereo not drawn) | 7.7% | -17.4% | 0.0%
Cc1cccc(C)c1OCc1cc(C(=O)N2CCCC2c2nonc2C)no1 (stereo not drawn) | ? | ? | -4.3%
O=C1CSC(=S)N1/N=C/c1ccc(O)c(O)c1O | 25.9µM* | ? | ?

Quoted at random: 5 records from the list
SMILES | TDP1 cell CPT | DT40 TDP1 no CPT | TDP1 inh
COc1cccc(NC(=O)CN(C)C(=O)c2ccc3c(c2)CC(c2ccccc2)OC3=O)c1 (stereo not drawn) | ? | ? | 0.0%[56.1 µM]
Cc1ccc(C(=O)NCC(=O)N2CCCCCCC2)cc1 | -2.4% | -17.1% | 2.6%
COc1cccc(CNc2nc3cc(-c4cccc(C(F)(F)F)c4)sc3c(=O)n2C)c1 | -26.4% | -38.5% | .
O=C1CSC(=S)N1/N=C/c1ccc(O)c(O)c1O | 25.9µM* | ? | ?
Cc1cccc(C)c1OCc1cc(C(=O)N2CCCC2c2nonc2C)no1 (stereo not drawn) | ? | ? | -4.3%

Continuation:
SMILES | TDP1 cell CPT | DT40 TDP1 no CPT | TDP1 inh
COc1ccc(Br)cc1C(=O)Nc1ccc2oc(-c3cccnc3)nc2c1 | 4.9% | -21.6% | .
Cc1cc(C(=O)Nc2ccc3c(c2)CCC3)ccc1[N+](=O)[O-] | 4.2% | ? | .
CCn1c(C(=O)N2CCC(C(=O)N3CCN(c4ccccn4)CC3)CC2)cc2sccc21 | ? | 25.9µM* | 4.3%
CCN(CC(=O)Nc1ccccc1OC)C(=O)CCc1ccccc1 | -6.8% | 0.7% | 0.8%
CC1CCCN(C(=O)c2cc3c(=O)n4ccccc4nc3s2)C1 (stereo not drawn) | ? | -22.4% | 3.9%[0.0935 µM]
COc1ccccc1C(OC(=O)c1cccs1)C(=O)NCc1ccco1 (stereo not drawn) | 18.4µM* | ? | 4.0%
CCOC(=O)c1c(-c2ccccc2)nc2ccccn12 | ? | ? | -1.0%
Cc1ccc(N(Cc2cc(=O)[nH]c3ccccc23)C(=O)C(C)C)cc1 | -16.0% | -9.7% | .
Cc1c(CC(=O)NCCc2ccc(Cl)cc2)c(=O)oc2c(C)c3occ(C(C)(C)C)c3cc12 | ? | 20.6µM* | 7.0%
N#C/C(=C(/O)c1cccs1)c1nnc2n1CCCCC2 | 0.3% | -0.6% | -0.6%
O=C(NO)c1ccccc1 | 24.3µM* | 21.7µM* | 9.3%
O=S1(=O)c2ccc(Br)cc2OC(COCc2ccccc2)CN1Cc1ccccc1 (stereo not drawn) | ? | ? | -3.8%[56.1 µM]
COc1cccc(/C=C/c2ccc3ccccc3n2)c1OC(C)=O | -23.5% | 16.4µM* | .
Cc1nnc(SCC(=O)N(C2CCCCC2)C2CCS(=O)(=O)C2)n1N (stereo not drawn) | 15.6% | 7.8% | -5.3%
COc1ccccc1-c1nnc(-c2ccc(C)cc2)o1 | -10.5% | ? | .
CC1(C)Cc2ccccc2-c2nnnn21 | -15.7% | -5.9% | -4.2%
O=C(NCc1ccccc1)C1=C[C@@H](c2csc3ccccc23)C[C@@H](OCc2ccc(CO)cc2)O1 | 2.91µM* | 4.61µM* | 7.7%
Cc1oc2ccccc2c1-c1cn2c(n1)SCC2 | 11.7% | 0.5% | 4.3%
O=C(Cn1nnc(-c2ccccc2Cl)n1)N/N=C/c1ccc2c(c1)OCO2 | -17.0% | -22.3% | 6.7%
CC1(C)CC(=O)C(C2C3=C(CC(C)(C)CC3=O)Oc3c(Br)cc(Br)cc32)=C(O)C1 (stereo not drawn) | ? | 18.4µM* | .
O=C(C1=C[C@H](c2ccc3c(c2)OCO3)C[C@H](OCCCCO)O1)N1CCN(Cc2ccc3c(c2)OCO3)CC1 | ? | 18.4µM* | 3.8%
Fc1ccccc1NC(=S)NN(Cc1ccccc1)c1ccccc1 | ? | ? | 8.8%
CCCCN(Cc1nc2ccccc2c(=O)[nH]1)C(=O)c1nn(C)c(=O)c2ccccc12 | ? | ? | -10.7%
O=C(COC(=O)c1n[nH]c2ccccc12)c1cccc(Br)c1 | -12.2% | -12.3% | 5.7%
COc1ccccc1NC(=O)C1=C(C)NC(SCC(=O)Nc2ccc(C(=O)O)cc2)=C(C#N)C1c1cccs1 (stereo not drawn) | 8.1% | 6.1% | 6.2%
O=C(CCC1CCCCC1)Nc1ncn[nH]1 | ? | -12.5% | 3.1%
Cc1ccc(-n2ncc3c(NCc4ccccc4)ncnc32)cc1Cl | ? | ? | 2.6%
CSCCC(C(=O)Nc1c(C)cccc1C)N1CCC(Cc2ccccc2)CC1 (stereo not drawn) | 16.4µM* | 18.4µM* | .
COn1c(=O)c(-c2ccc(C)cc2)[n+]([O-])c2ccccc21 | -18.2% | -9.8% | .
O=C(NCc1ccco1)c1ccc2sc([C@@H]3O[C@H](CO)[C@H](O)[C@H](O)[C@H]3O)nc2c1 | -17.6% | -6.7% | .
CC1CCC(NC(=O)CC(NC(N)=O)c2ccccc2Cl)CC1 (stereo not drawn) | 4.4% | 2.7% | -2.7%
Cc1cc(NC(=O)CCC(=O)N(CC(=O)NC2CCCC2)c2ccc(Cl)c(Cl)c2)no1 | -17.3% | ? | .
O=c1c2ccccc2nnn1Cc1ccc(Br)cc1 | -1.4% | 3.6% | 4.8%
COc1ccc(CC(=O)N2CCN(S(=O)(=O)c3ccc(Cl)s3)CC2)cc1 | -20.0% | ? | 1.5%
Cc1oc(-c2ccc(C(=O)Nc3ccc(F)cc3F)cc2)nc1COc1ccccc1 | -28.3% | -28.3% | 0.0%
COc1ccccc1-c1cc(Nc2ccn[nH]2)ncn1 | ? | ? | .
CCOc1cc(NC(=S)NCCCOC)c(OCC)cc1NC(=O)c1cccs1 | -17.9% | -9.2% | 8.1%
CCC(C)(C)NC(=O)c1ccccc1Oc1ccccc1 | -8.5% | -34.8% | 4.8%
CCSc1ccccc1C(=O)N1CCN(c2ccc([N+](=O)[O-])cc2)CC1 | ? | 16.4µM* | 4.7%
COC(=O)c1cc2ccsc2n1CC(=O)N(C)c1ccccc1 | -17.2% | ? | 5.2%
CCOC(=O)CN1CC23C=CC(O2)C(C(=O)NC2CCCCC2)C3C1=O (stereo not drawn) | -8.5% | -1.6% | 3.9%
CC(C)Cn1c(SCC(=O)N2CCN(S(=O)(=O)c3ccccc3)CC2)nc2ccccc21 | 18.4µM* | ? | 4.0%
O=C(Nc1cccnc1)c1cc(-c2cccc(Br)c2)nc2ccccc12 | ? | 16.4µM* | 4.6%
CNC(=O)c1ccc2cc(OC)c(OC)cc2c1 | 41.2%[activator] | -7.9% | .
COc1ccc(C(CNC(=O)c2ccc(OCc3csc(C)n3)cc2)N2CCCC2)cc1 (stereo not drawn) | ? | ? | .
CCN(CC)C(=O)CSc1ncnc2sccc12 | -1.1% | 1.8% | 3.8%
CC(=O)/C(=C(/O)c1ccccc1)c1nc2ccccc2[nH]1 | -0.2% | -10.2% | 0.0%
COc1c(C)cc(C(O)c2ncc(-c3cccc(C(F)(F)F)c3)[nH]2)cc1C (stereo not drawn) | 23.1µM* | ? | .
CCCCC[C@H](C)N1C[C@H](COCc2ccccc2)Oc2cc(N3CC[C@H](N(C)C)C3)ccc2S1(=O)=O | ? | 16.4µM* | .
CCOc1ccc2nc(NC(=O)C(CC)Sc3nc(C)cc(=O)[nH]3)sc2c1 (stereo not drawn) | -4.8% | -16.2% | -1.1%
Next section
SMILES | TDP1 cell CPT | DT40 TDP1 no CPT | TDP1 inh
COc1cc(CCC(=O)Nc2sccc2C#N)cc(OC)c1OC | ? | ? | 5.3%
CC(=O)Nc1ccc(S(=O)(=O)NCC2CC3CCC2C3)cc1 (stereo not drawn) | ? | ? | .
COc1cccc(C(=O)N2CCC(n3nccc3NC(=O)C(OC)c3ccccc3)CC2)c1 (stereo not drawn) | -2.4% | -3.5% | 4.3%
FCCCOc1ccc(-c2ccnc3ncnn23)cc1 | 13.8% | ? | 2.7%
COc1cccc(/C=C2/SC(=S)N(CC(=O)NNC(=O)c3ccccc3O)C2=O)c1 | 6.0% | -1.2% | 3.4%[0.0935 µM]
Cc1ccc(C)c(N2CCN(c3nc4ccccc4c(=O)n3Cc3ccccc3)CC2)c1 | -19.8% | -18.4% | 0.0%
CCOC(=O)c1ccc(NC(=O)COc2ccccc2CNCCO)cc1 | ? | ? | 6.2%
CC1CCCCC1NC(=O)c1cc2ccccc2o1 (stereo not drawn) | -9.3% | ? | 2.8%
O=C(NN1CCN(Cc2ccccc2Cl)CC1)c1ccc(Br)cc1 | -9.6% | ? | 2.6%
Cc1ccccc1NC(=O)Cn1nc(-c2ccccc2)nc(Cc2ccccc2)c1=O | 10.1% | -26.0% | 6.4%
CCN(CC)CCNC(=O)c1ccc2c(=O)n3nc(Nc4cccc(Cl)c4C)sc3nc2c1 | 4.61µM* | 2.59µM* | 5.6%
